TDP1 cell noCPT = qHTS for Inhibitors of human tyrosyl-DNA phosphodiesterase 1 (TDP1): qHTS in cells in absence of CPT | DT40 Tdp1-/- hTDP1 cells, no CPT, ATP luminescence, 48 h | Potency, µM (series often up to 46.2 µM), inactives show at the top dose activity change, negative = growth inhibition, most hits filed as inhibitors | hit rate 15% among 420,000 | AID 686978, 2013; note: nearly all actives have a fitted effect of over 55% in size
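Growth of hTDP1-complemented DT40 Tdp1-knockout cells is measured by ATP luminescence after at least 48 hr compound exposure at 37 °C, with DMSO substituting for the 20 nM CPT used in the parallel screen.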
TDP1 inh = blocks human tyrosyl-DNA phosphodiesterase 1; AID 485290; recombinant TDP1, AlphaScreen DNA substrate cleavage; hit rate 0.28% among 350,000; Potency, µM (doses to about 130 µM), for inactives: at the top dose activity change, negative = inhibition, actives largely listed as inhibitors; Q9NUW8; note: nearly all actives have a fitted effect of over 40% in size
Target sequence (Q9NUW8 whole entry, looked up): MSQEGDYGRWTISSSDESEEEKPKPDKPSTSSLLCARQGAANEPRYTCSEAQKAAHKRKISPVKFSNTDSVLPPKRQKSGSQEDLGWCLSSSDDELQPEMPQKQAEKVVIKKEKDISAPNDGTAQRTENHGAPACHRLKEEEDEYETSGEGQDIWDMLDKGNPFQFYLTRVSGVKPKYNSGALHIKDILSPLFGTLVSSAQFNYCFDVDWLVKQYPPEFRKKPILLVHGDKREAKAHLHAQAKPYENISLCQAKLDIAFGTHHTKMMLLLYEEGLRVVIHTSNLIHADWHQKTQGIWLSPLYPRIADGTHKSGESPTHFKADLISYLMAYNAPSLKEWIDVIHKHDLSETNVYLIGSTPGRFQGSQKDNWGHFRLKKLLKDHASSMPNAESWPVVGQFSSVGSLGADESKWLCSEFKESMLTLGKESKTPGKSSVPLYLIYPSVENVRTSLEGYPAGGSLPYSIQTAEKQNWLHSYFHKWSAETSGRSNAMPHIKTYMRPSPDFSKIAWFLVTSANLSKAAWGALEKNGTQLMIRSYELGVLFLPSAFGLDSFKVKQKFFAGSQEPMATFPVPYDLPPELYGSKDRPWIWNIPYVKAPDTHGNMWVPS
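Here, a 5' biotin and 3' phosphotyrosine-FITC DNA oligonucleotide reports Tdp1 activity: intact substrate bridges AlphaScreen beads, while cleavage leaves a 3' phosphate and drops signal. All incubations at room temperature.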
TDP1 cell CPT = growth inhibition of DT40 Tdp1-/-;hTDP1 cells with camptothecin (screen for TDP1 inhibitors). chicken DT40 Tdp1-/-;hTDP1 cells + 20 nM CPT, ATP luminescence, 48 h. Potency, µM (highest dose often 46.2 µM), for the others: at the highest dose activity change, negative = growth inhibition, hits mostly inhibitors. hit rate 12% among 420,000. AID 686979; note: nearly all actives have a fitted effect of over 55% in size
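Cell growth measured by CellTiter-Glo luminescence after a minimum 48 h, 37 C compound exposure with 20 nM CPT in Tdp1-knockout DT40 cells stably expressing hTDP1, seeded 400/well; qHTS titration format.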
Numbers without * were called inactive; u = inconclusive; x = no result given; & = joins results of further samples; [ ] = dose if it differs, or a comment. Calls come from the whole dose curve; as a rule, active = well fitted curve in the direction sought with a large enough effect; inconclusive = small, poorly fitted or top-dose-only effect, or another doubt; inactive = no such curve, though single readings can be large; an effect the other way counts as inactive or inconclusive. % is set by controls: 0 for no effect and ±100 for the full control effect; potency is the fitted concentration of half-maximal effect.

(1) c1ccc(-c2nc(NCc3cccnc3)c3oc4ccccc4c3n2)cc1
(2) O=C(NC1CCCC1)C(c1ccncc1)N(C(=O)c1ccco1)c1ccccc1 (centres undefined)
(3) COc1ccc(CNC(=O)C2CCN(C(=O)[C@@H]3Cc4ccccc4CN3)CC2)cc1
(4) COc1ccc(NC(=O)c2ccccc2NS(=O)(=O)c2ccc(CNC(C)=O)cc2)c(OC)c1
(5) Cc1cc(C)cc(NC(=O)C2CCN(C(=O)[C@@H]3Cc4ccccc4CN3)CC2)c1
(6) O=C(Nc1cccc(O)c1)c1cccc(S(=O)(=O)Nc2cccc(O)c2)c1
(7) COc1ccc(O)c(/C=N/NC(=O)c2ccc(OCc3cccc(Br)c3)cc2)c1
(8) COC(=O)c1ccc2cc(OC)c(OC)cc2c1
Compound | 1 | 2 | 3 | 4 | 5 | 6 | 7 | 8
TDP1 cell noCPT | u | -29% | u | u | u | -3% | 5.8µM* | u
TDP1 cell CPT | u | -12% | 16µM* | u | u | -8% | 4.6µM* | -22%
TDP1 inh | -1% | x | 2% | 7%[0.0935 µM] | 1% | x | -14% | x

(9) CN(Cc1cccc2cnccc12)C(=O)CCc1nnc(CCc2ccccc2)o1
(10) O=c1[nH][nH]c(-c2ccccc2O)c1C(C[N+](=O)[O-])c1ccccc1 (centres undefined)
(11) Cc1ccc(-n2ncc3c2CCCC3NC(=O)c2ocnc2C)cc1C (centres undefined)
(12) O=C(COC(=O)c1cc(S(=O)(=O)N2CCCCC2)ccc1N1CCOCC1)NC1CCS(=O)(=O)C1 (centres undefined)
(13) CC1(C)CC(=O)C/C(=N\NC(=O)CCc2ccc(S(=O)(=O)N3CCOCC3)cc2)C1
(14) CCN1CCN(S(=O)(=O)c2ccc(Cl)c(C(=O)N(C)CCOc3ccc(Cl)cc3)c2)CC1
(15) COc1ccc(-c2cn3cccnc3n2)cc1NC(=O)c1cc(OC)c(OC)c(OC)c1
(16) Cc1nc(SCc2ccc(C(=O)O)cc2)c2c(C)c(C)sc2n1
Compound | 9 | 10 | 11 | 12 | 13 | 14 | 15 | 16
TDP1 cell noCPT | u | 5.2µM* | 7.3µM* | -2% | 9% | 15µM* | u | -9%
TDP1 cell CPT | u | 4.6µM* | 10µM* | 5% | 10% | 18µM* | -29% | -24%
TDP1 inh | 2% | 2% | -3%[56.1 µM] | 2% | 3% | x | 10% | 4%

(17) CCN1C(=O)c2ccccc2S(=O)c2ccc(C(=O)N3CCCC3)cc21 (centres undefined)
(18) Cc1ccc(C(NC(=O)C2CCN(Cc3ccc(Oc4ccccc4)cc3)CC2)c2ccccn2)cc1 (centres undefined)
(19) CCOc1ccccc1CNC(=O)CN1C(=O)c2cccnc2Oc2ccc(Cl)cc21
(20) CCOc1ccc(Nc2nc(N)nc(CSC(=S)N3CCN(c4ccccc4)CC3)n2)cc1
(21) COC(=O)c1ccccc1N1C(=O)[C@@H]2C(c3ccc(F)cc3)=NO[C@@H]2C1=O
(22) CCN1C(=O)[C@H]2[C@@H](c3ccc(-c4ccccc4)c(OC)c3)N[C@@](Cc3ccccc3)(C(=O)OC)[C@H]2C1=O
(23) COc1cccc(CN2CC(C(=O)NCCc3ccc(C)o3)CCC2=O)c1 (centres undefined)
(24) COc1cccc(-c2cn(C[C@H]3CC[C@@H]([C@@H]4CC[C@H](Cn5cc(-c6cccc(OC)c6)nn5)O4)O3)nn2)c1
Compound | 17 | 18 | 19 | 20 | 21 | 22 | 23 | 24
TDP1 cell noCPT | u | 23µM* | 16µM* | 18µM* | 0% | -12% | 16% | 16µM*
TDP1 cell CPT | -10% | u | u | 15µM* | 2% | 9% | 15% | u
TDP1 inh | -3% | x | 1% | x | 2% | -1% | 4% | x

(25) COc1ccc(C(=O)NCCc2nnc3ccc(SCC(=O)Nc4ccccc4)nn23)cc1
(26) CCOc1cc(/C=C2/C(=N)N3C=CSC3=NC2=O)ccc1OCCCOc1ccccc1C
(27) Cc1cc(C)n(-c2nncc(-c3ccccc3)n2)n1
(28) Cc1oc(C(C)(C)C)cc1C(=O)Nc1ccc2c(c1)OCO2
(29) COc1ccc(-n2nc(C(=O)NCC(=O)N3CCC(C)CC3)c3ccccc3c2=O)cc1Cl
(30) CCOC(=O)c1sc(NC(=O)C(CC)OC(=O)C(CC(C)C)NC(=O)c2ccccc2)nc1C (centres undefined)
(31) CCOc1cccc(C2C=C(c3ccc4c(c3)OCO4)NC(c3ccc(F)cc3)N2)c1O (centres undefined)
(32) Cc1nc2c(OCc3cccc(Cl)c3)cccn2c1N(C)Cc1cccs1
Compound | 25 | 26 | 27 | 28 | 29 | 30 | 31 | 32
TDP1 cell noCPT | u | 8.2µM* | -6% | u | u | -12% | 13µM* | 16µM*
TDP1 cell CPT | -21% | 10µM* | 3% | -35% | u | -11% | 14µM* | 21µM*
TDP1 inh | 1% | 0% | -9% | 4% | 9%[0.0935 µM] | 2% | 3% | x

(33) Cc1cccc(N(CC(=O)NCCSCc2cccc(Cl)c2)S(=O)(=O)c2ccccc2)c1C
(34) NC(=O)CSc1nnc(-c2cccs2)n1Cc1ccco1
(35) CC(=NC1CCCCC1)c1ccc(O)cc1O
(36) Cc1cccc(/C=C2\CS/C(=C\c3cccc(C)c3)C2=O)c1
(37) CCOc1ccc(OCC(O)CN2CCc3ccccc3C2)cc1 (centres undefined)
(38) COc1ccc(NC(=O)c2ccc(OC(=S)N(C)c3ccc(OC)cc3)cc2)cc1
(39) CCOc1ccc(NC(=S)Nc2ccc(OC(F)(F)F)cc2)cc1
(40) Cn1nc(C(=O)NNC(=O)c2ccccc2Br)c2ccccc2c1=O
Compound | 33 | 34 | 35 | 36 | 37 | 38 | 39 | 40
TDP1 cell noCPT | 21µM* | 5% | -24% | -28% | u | u | -12% | -3%
TDP1 cell CPT | u | 12% | -11% | -6% | -25% | u | 5% | -2%
TDP1 inh | x | 1% | x | 1% | x | 3% | 0% | -2%

In a second layout: two of the compounds above.
item	Structure	TDP1 cell noCPT	TDP1 cell CPT	TDP1 inh
37	CCOc1ccc(OCC(O)CN2CCc3ccccc3C2)cc1 (centres undefined)	u	-25%	x
34	NC(=O)CSc1nnc(-c2cccs2)n1Cc1ccco1	5%	12%	1%

More results:
(41) COc1ccc(C(=O)NC2CCCc3c2cnn3-c2cccc(C)c2C)c(OC)n1 (centres undefined)
(42) Cc1cc(C)cc(N2CN=C3SCC(=O)N3C2)c1
(43) CCN(Cc1ccccc1)C(=O)CCNS(=O)(=O)c1cc(Br)cnc1N
(44) Cn1cc(-c2cnc3c(NC=O)cc(-c4cccc(C(F)(F)F)c4)cn23)cn1
(45) Cc1ccc(C(C)NC(=O)c2cccnc2)cc1 (centres undefined)
(46) COc1cccc(NS(=O)(=O)c2ccc3[nH]cc(C(=O)NCCN4CCOCC4)c(=O)c3c2)c1
(47) COc1cccc(N2CCN(c3ncnc4c3[nH]c3ccc(F)cc34)CC2C)c1 (centres undefined)
(48) Cc1ccc(Nc2c(-c3ccc(C)s3)nc3ccccn23)cc1
Compound | 41 | 42 | 43 | 44 | 45 | 46 | 47 | 48
TDP1 cell noCPT | 8.2µM* | u | -1% | 21µM* | -13% | -4% | 1.6µM* | u
TDP1 cell CPT | 10µM* | u | u | u | -3% | 5% | 1.6µM* | 20µM*
TDP1 inh | 3%[56.1 µM] | -1% | 1% | x | x | 4% | 4% | 3%&2%

(49) COc1cccc(NC(=O)N2CCC(n3c(C)nc4cccnc43)CC2)c1
(50) CN1CCN(c2ccc(C(CC(N)=O)NC(=O)Cc3cccc4ccccc34)cc2[N+](=O)[O-])CC1 (centres undefined)
(51) O=C(CS(=O)(=O)c1ccc(F)cc1)Nc1nnc(-c2ccccc2Cl)o1
(52) COc1ccc(N/C=C(\C#N)c2ccc(OCCCF)cc2)cc1
(53) O=c1c2sccc2[nH]c(=S)n1-c1ccccc1
(54) CC1CC(Nc2ccccc2)c2ccccc2N1C(=O)c1cccnc1 (centres undefined)
(55) Cn1c(=O)c2c(nc(N3CCCCCC3)n2CC(O)COc2ccccc2)n(C)c1=O (centres undefined)
(56) C=CCNC(=S)Nc1ccc2cn[nH]c2c1
Compound | 49 | 50 | 51 | 52 | 53 | 54 | 55 | 56
TDP1 cell noCPT | 3% | 4% | -4% | -16% | 1% | 4.6µM* | 18µM* | -14%
TDP1 cell CPT | -13% | -28% | -11% | -10% | 1% | 9.2µM* | 23µM* | u
TDP1 inh | -6% | x | x | 8% | 2% | 5% | 6% | 4%

(57) Cc1ccc(NC(=O)COC(=O)c2ccc(-n3cnnn3)cc2)c(Br)c1
(58) NS(=O)(=O)c1ccc(CNC(=S)Nc2ccc(F)c(Cl)c2)cc1
(59) CC(Sc1ccccc1)C(=O)N1CCN(S(=O)(=O)c2ccccc2)CC1 (centres undefined)
(60) Cc1ccc(C)c(NC(=O)COC(=O)c2cc3ccccc3oc2=O)c1
(61) COc1cccc(CNC(=O)CSc2nc(=O)[nH]c3c2CCC3)c1
(62) CCOc1ccc2nc(NC(=O)CN3CCC(n4nnc5cc(F)ccc54)CC3)sc2c1
(63) CCc1nc2c(OCCOc3ccccc3)cccn2c1N(C)C(=O)C1CC1
(64) COc1ccc(N2CCN(C(=O)Cc3nn(C)c(=O)c4ccccc34)CC2)cc1
Compound | 57 | 58 | 59 | 60 | 61 | 62 | 63 | 64
TDP1 cell noCPT | 8% | u | -14% | 9% | -10% | u | u | u
TDP1 cell CPT | -16% | -11% | -9% | 7% | 11% | u | 16µM* | u
TDP1 inh | -5% | 8% | 7% | -1% | 3% | 10% | x | 2%

(65) Cc1ccc2oc3c(c(=O)c2c1)C(c1ccccc1F)N(CCCN1CCOCC1)C3=O (centres undefined)
(66) c1ccc2c(-n3cccn3)cccc2c1
(67) CCC(=O)N1CCN(c2nc(-c3ccc(Cl)cc3)cs2)CC1
(68) Cn1cc(S(=O)(=O)c2cccc(Cl)c2)c(=O)c2cc(F)c(N3CCCCC3)cc21
(69) C/C(=N\NC(=O)c1c([N+](=O)[O-])c(C)nn1C)c1ccc(NC(=O)C2CCCC2)cc1
(70) Cc1ccc(NC(=O)CSCC(=O)N2CCOCC2)cc1
(71) N#Cc1ccc(CN2CCN(CC(=O)NCCc3ccc(Cl)cc3Cl)CC2)cc1
(72) COc1ccc(OC)c(NC(=O)CSc2n[nH]c(-c3cccnc3)n2)c1
Compound | 65 | 66 | 67 | 68 | 69 | 70 | 71 | 72
TDP1 cell noCPT | 18µM* | -8% | 23µM* | u | 0.18µM* | -24% | 21µM* | -24%
TDP1 cell CPT | u | -1% | 23µM* | u | 0.16µM* | -8% | 21µM* | -14%
TDP1 inh | 3% | -1% | 5%[56.1 µM] | 5% | 4% | -3%[56.1 µM] | x | 2%[0.0935 µM]

Structures above containing a furan ring, fused or not:
(1) c1ccc(-c2nc(NCc3cccnc3)c3oc4ccccc4c3n2)cc1
(2) O=C(NC1CCCC1)C(c1ccncc1)N(C(=O)c1ccco1)c1ccccc1 (centres undefined)
(23) COc1cccc(CN2CC(C(=O)NCCc3ccc(C)o3)CCC2=O)c1 (centres undefined)
(28) Cc1oc(C(C)(C)C)cc1C(=O)Nc1ccc2c(c1)OCO2
(34) NC(=O)CSc1nnc(-c2cccs2)n1Cc1ccco1
Compound | 1 | 2 | 23 | 28 | 34
TDP1 cell noCPT | u | -29% | 16% | u | 5%
TDP1 cell CPT | u | -12% | 15% | -35% | 12%
TDP1 inh | -1% | x | 4% | 4% | 1%

Look-ups from above:
For TDP1 inh, Cc1ccc(Nc2c(-c3ccc(C)s3)nc3ccccn23)cc1 shows 3%&2%
For TDP1 cell CPT, Cc1cccc(/C=C2\CS/C(=C\c3cccc(C)c3)C2=O)c1 shows -6%
For TDP1 cell CPT, CCC(=O)N1CCN(c2nc(-c3ccc(Cl)cc3)cs2)CC1 shows 23µM*
For TDP1 inh, COc1cccc(NC(=O)N2CCC(n3c(C)nc4cccnc43)CC2)c1 shows -6%

Later entries:
(73) COc1ccc(-n2ccnc2SCC(=O)Nc2ccccc2)cc1
(74) O=C1CN(C(=O)c2cc3ccccc3oc2=O)C(c2ccc(F)cc2)c2cc(F)ccc2N1 (centres undefined)
(75) COc1ccccc1N1CCN(S(=O)(=O)Cc2ccccc2Cl)CC1
(76) CCOCC(=O)Nc1ccc([N+](=O)[O-])cc1C
Compound | 73 | 74 | 75 | 76
TDP1 cell noCPT | u | -15% | -23% | 0%
TDP1 cell CPT | -14% | u | -27% | 0%
TDP1 inh | 7% | 1% | 4% | 3%

Screens: PubChem BioAssay, National Center for Advancing Translational Sciences (NCATS)
